Screening results from PubChem.
3T3 cytotox: NIH 3T3 cell cytotoxicity; 94,000 compounds, 4.3% hits; Potency, µM (series often up to 96.7 µM), without a hit: at the highest dose activity change, negative = cytotoxicity, most hits filed as inhibitors; AID 1345082; NIH 3T3 viability, CellTiter-Glo ATP luminescence, 48-72 h; note: potency is the fitted concentration of half-maximal effect; nearly all actives have a fitted effect of over 55% in size
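NIH 3T3 cells at 400 cells/well received 23 nL of compound by pintool and were incubated 48 or 72 h at 37 °C. Viability was read as ATP-coupled CellTiter-Glo luminescence.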
SNCA viab count: counter-screen for SNCA expression inhibitors: cell viability; HEK-293-SNCA-luc viability, GF-AFC fluorescence, 24 h; Potency, µM (doses to about 57.1 µM), for inactives: at the highest dose activity change, negative = cytotoxicity, usual class: cytotoxic; 150,000 compounds, 0.12% hits;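 note: potency is the fitted concentration of half-maximal effect; 0% = DMSO-treated cells and -100% = medium-only wells without cells; nearly all actives have a fitted effect of over 30% in size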
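Cytotoxicity counterscreen: after 24 h compound treatment of genome-edited SNCA-luciferase HEK-293 cells, live-cell protease substrate GF-AFC read by fluorescence after 30 min; activity scaled between DMSO (0%) and medium-only (-100%), curves Hill-fitted.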
SNCA expr inh: inhibitors of alpha-synuclein (SNCA) gene expression | HEK-293 SNCA-luciferase knock-in, luminescence, 24 h | Potency, µM (doses to about 57.2 µM), for inactives: at the top dose activity change, negative = inhibition, most hits filed as inhibitors | 140,000 compounds, 0.17% hits;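 note: potency is the fitted concentration of half-maximal effect; plate controls were DMSO cells for no effect and cell-free wells for full effect; nearly all actives have a fitted effect of over 45% in size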
GPT2 inh: blocks human glutamate pyruvate transaminase 2. Potency, µM (doses to about 57.7 µM), for the others: at the highest dose activity change, negative = inhibition, hits mostly inhibitors. Recombinant GPT2, coupled pyruvate oxidase/HRP Amplex Red fluorescence. 100,000 compounds, 0.25% hits; note: potency is the fitted concentration of half-maximal effect; nearly all actives have a fitted effect of over 60% in size; many of its hits are not listed in these tables
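Fluorescence read-out: pyruvate from GPT2 turnover coupled to pyruvate oxidase, HRP and Amplex Red (0.2mM ThPP, 0.2U/mL PO and HRP, 50uM Amplex final). Substrates 250uM a-KG, 2mM L-alanine; enzyme 10ng/uL; 30 min RT.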
Luciferase inh: Photinus pyralis luciferase inhibition. P08659. purified P. pyralis luciferase, luminescence, biochemical. Potency, µM (titrated, usually from 115 µM), without a hit: at the highest dose activity change, negative = inhibition, usual class: inhibitors. 76,000 compounds, 2.5% hits; note: potency is the fitted concentration of half-maximal effect; nearly all actives have a fitted effect of over 65% in size
Target sequence (P08659 whole entry, looked up): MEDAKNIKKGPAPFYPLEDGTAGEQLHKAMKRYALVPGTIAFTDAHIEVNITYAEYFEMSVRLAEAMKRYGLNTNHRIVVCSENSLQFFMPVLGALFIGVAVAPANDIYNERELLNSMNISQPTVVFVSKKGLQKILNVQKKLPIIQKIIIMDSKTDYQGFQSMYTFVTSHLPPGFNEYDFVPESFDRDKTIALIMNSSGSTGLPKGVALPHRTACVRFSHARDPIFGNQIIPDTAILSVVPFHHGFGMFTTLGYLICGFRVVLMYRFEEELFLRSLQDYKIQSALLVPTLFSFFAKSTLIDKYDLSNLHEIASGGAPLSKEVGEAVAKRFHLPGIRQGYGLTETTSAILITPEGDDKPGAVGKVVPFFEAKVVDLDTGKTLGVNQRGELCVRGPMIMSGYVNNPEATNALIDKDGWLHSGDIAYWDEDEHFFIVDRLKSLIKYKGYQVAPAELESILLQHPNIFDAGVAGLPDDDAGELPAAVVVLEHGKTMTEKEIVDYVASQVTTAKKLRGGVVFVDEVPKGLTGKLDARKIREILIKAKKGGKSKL
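Purified 10nM P. pyralis luciferase with 10uM D-luciferin and 10uM ATP in 50mM Tris acetate pH 7.5, 10mM Mg acetate, 0.01% Tween-20, 0.05% BSA. qHTS titration; luminescence read by CCD imager.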
HEK293 tox: HEK 293 cell cytotoxicity; Potency, µM (top dose mostly 115 µM), without a hit: at the top dose activity change, negative = cytotoxicity, actives largely listed as inhibitors; HEK 293 viability, ATP luminescence (CellTiter-Glo), 48-72 h; 94,000 compounds, 6.6% hits; note: potency is the fitted concentration of half-maximal effect; nearly all actives have a fitted effect of over 60% in size
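Luminescence from cellular ATP, measured with CellTiter-Glo, indicates HEK 293 viability. Cells plated at 250 cells/well are treated with compound for 48 or 72 hr at 37 degree Celsius before reagent addition.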
IP6K1 inh: blocks human inositol hexakisphosphate kinase 1; Q92551; IP6K1 kinase, ADP-Glo luminescence, 2 h; stronger effect = lower value; activity change, % (series mostly up to about 58 µM); 140,000 compounds, 0.81% hits; AID 1645851; in the data active = activity change below about -25%
Target sequence (Q92551 whole entry, looked up): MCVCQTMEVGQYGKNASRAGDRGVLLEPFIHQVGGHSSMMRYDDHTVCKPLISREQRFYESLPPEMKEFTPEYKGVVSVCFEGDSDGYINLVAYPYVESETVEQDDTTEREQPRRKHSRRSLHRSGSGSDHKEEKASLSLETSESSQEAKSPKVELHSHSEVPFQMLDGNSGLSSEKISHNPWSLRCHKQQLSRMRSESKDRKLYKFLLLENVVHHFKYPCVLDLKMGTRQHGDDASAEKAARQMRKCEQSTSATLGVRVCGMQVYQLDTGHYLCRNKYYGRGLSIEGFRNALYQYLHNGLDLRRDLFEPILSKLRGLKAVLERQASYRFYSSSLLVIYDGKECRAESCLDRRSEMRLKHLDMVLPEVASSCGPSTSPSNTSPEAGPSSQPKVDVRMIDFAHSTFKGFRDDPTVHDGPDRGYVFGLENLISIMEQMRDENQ
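ADP-Glo luminescence measures ADP made by human IP6K1 during a 2 h RT reaction with ATP/IP6 (mix at 1.3 mM/130 uM); top library doses 57.5 and 19.1 uM final.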
* marks the source's active call; other numbers are inactive results; i = inactive; ? = inconclusive; . = not tested or not shown; [ ] = dose if it differs, or a comment. Unless noted, calls come from the whole dose curve; as a rule, active = well fitted curve in the direction sought with a large enough effect; inconclusive = small, poorly fitted or top-dose-only effect, or another doubt; inactive = no such curve, though single readings can be large; an effect the other way counts as inactive or inconclusive. Unless noted, % is set by controls: 0 for no effect and ±100 for the full control effect. An unsorted share of the library; about 7.8% have a hit in one of these screens.

SMILES | 3T3 cytotox | SNCA viab count | SNCA expr inh | GPT2 inh | Luciferase inh | HEK293 tox | IP6K1 inh
Cc1ccc(S(=O)(=O)N2CCC(c3nnc(-c4cccc(C)c4)o3)CC2)cc1 | . | -16% | -19% | . | . | . | -4
C=C[C@@]1(C)CC(=O)C2[C@](C)(O1)[C@@H](OC(C)=O)[C@@H](O)[C@H]1C(C)(C)CCC[C@]21C (some centres not stated) | . | 13%[12.5 µM] | . | 2%[17.1 µM] | . | . | -17
COc1ccc(C(=O)N(Cc2ccco2)Cc2ccc(C)o2)cc1 | . | -9% | 1% | . | . | . | 20
O=C(Nc1cccc(F)c1)[C@@H]1C[C@H](c2ccc(F)cc2)N([S+](=O)([O-])C2CC2)C1 | ? | -1%[87.6 µM] | -23%[87.6 µM] | -25%[88.5 µM] | -14%[172 µM] | ? | 6
COc1cccc(CNC(=O)c2cc(-c3ccsc3)nc3c2cnn3C)c1 | 25µM* | -23%[87.6 µM] | ? | i | . | 56µM* | -3
Cc1ccsc1CN1CCC(C2CCN(S(C)(=O)=O)CC2)C1 (configuration not stated) | 2% | 4%[12.5 µM] | 2% | -40% | -5% | -10% | 4
COc1ccc(-c2cc(N3CCCC(NC(=O)c4cc(F)ccc4F)C3)n[nH]2)cc1 (configuration not stated) | ? | -17% | 6% | ? | ? | ? | 11
CC(=O)N1CCCc2cc(S(=O)(=O)NCc3ccccc3Cl)ccc21 | . | 16% | 16% | . | . | . | -3
O=C1CC(c2ccccc2)N(S(=O)(=O)c2ccccc2)CCCCCCN1 (configuration not stated) | -21% | -11% | 14% | ? | -10% | -29% | 11
CCCn1ccc2sc(C)c(C(=O)NC3CCCC3)c2c1=O | -5% | -3% | -7% | 4% | 1% | 2% | 9
O[C@@H]1C[C@@H](c2nnc3n2CCN(Cc2ccc4c(c2)CCO4)C3)N(Cc2ccccc2)C1 | -24% | -1%[12.5 µM] | -17% | -29% | -14% | -8% | -1
Cc1cc(Cl)ccc1NC(=O)C1CCN(S(=O)(=O)c2ccc3[nH]c(=O)ccc3c2)CC1 | . | 3% | 5% | . | . | . | -9
CC(C)(C)c1nc(C(=O)NCCc2ccc(Cl)cc2)n2ccncc12 | ? | -17% | -10% | -23% | . | 35µM* | 11
Cc1ccc(CNC(=O)CN(c2ccc(C)cc2)S(=O)(=O)c2c(C)nn(C)c2C)cc1 | . | 5% | -11% | . | . | . | -10
Cc1cc(S(=O)(=O)NCC(c2ccco2)S(=O)(=O)c2ccccc2)ccc1F (configuration not stated) | . | -7% | 1% | . | . | . | -8
COC(=O)[C@@H]1Cc2ncn(Cc3ccccc3)c2CN1C(=O)COc1ccccc1 | -16%[174 µM] | 0%[87.6 µM] | -27%[87.6 µM] | -1%[88.5 µM] | -1%[172 µM] | -18%[172 µM] | 10
COC1CCOC2(CCN(C(=O)c3ccc(F)cc3)CC2)C1 (configuration not stated) | -7% | -28%[12.5 µM] | 7% | i | -11% | -17% | -13
CNC(=O)[C@@H]1C[C@H](Oc2cccnc2)CN1C(=O)C1CCCC1 | i | 1% | 9% | i | 0% | -11% | 0
O=C(C1CCCC1)N1CCn2c(nn(-c3ccncc3)c2=O)C1 | ? | -13%[87.6 µM] | 8%[87.6 µM] | 4%[88.5 µM] | 1%[172 µM] | ? | -5
COc1ccccc1-c1ccc2ncn(C3CC3)c(=O)c2n1 | ? | 4%[87.6 µM] | 14%[87.6 µM] | -12%[88.5 µM] | -9%[172 µM] | -3%[172 µM] | -2

Given with two lines to a compound: part of the list above
Each structure is followed by: 3T3 cytotox	SNCA viab count	SNCA expr inh	GPT2 inh	Luciferase inh	HEK293 tox	IP6K1 inh
> Cc1ccc(CNC(=O)CN(c2ccc(C)cc2)S(=O)(=O)c2c(C)nn(C)c2C)cc1
    .	5%	-11%	.	.	.	-10
> COc1ccc(C(=O)N(Cc2ccco2)Cc2ccc(C)o2)cc1
    .	-9%	1%	.	.	.	20
> COc1ccc(-c2cc(N3CCCC(NC(=O)c4cc(F)ccc4F)C3)n[nH]2)cc1 (configuration not stated)
    ?	-17%	6%	?	?	?	11
> COC1CCOC2(CCN(C(=O)c3ccc(F)cc3)CC2)C1 (configuration not stated)
    -7%	-28%[12.5 µM]	7%	i	-11%	-17%	-13

Continuation:
SMILES | 3T3 cytotox | SNCA viab count | SNCA expr inh | GPT2 inh | Luciferase inh | HEK293 tox | IP6K1 inh
Cc1oc(C(O)c2cncnc2)nc1C(=O)Nc1ccc(N2CCOCC2)cc1 (configuration not stated) | ? | 5%[87.6 µM] | -1%[87.6 µM] | i | 18µM* | -12%[172 µM] | -8
COc1ccc(-c2noc(N3CCC(C(=O)N4CCN(c5ccccc5F)CC4)CC3)n2)cc1 | . | 4% | 15% | . | . | . | -5
Cc1nn(-c2ccccc2)c(Oc2ccc(F)cc2F)c1CCC(=O)NCC1CCCO1 (configuration not stated) | ? | -5% | -14% | i | 1% | ? | 27
COc1ccccc1CNC(=O)C1CC(=O)N(c2n[nH]c3ccccc23)C1 (configuration not stated) | 1% | 1% | -16% | -10% | -4% | 5% | 23
O=C(CCN1Cc2ccccc2C1=O)N[C@H](c1cccs1)C1CC(O)C1 (some centres not stated) | i | 0% | 1% | 1% | -3% | i | -8
O=C(O)CCc1ccc(NCc2cccc3c2CCCN3CCOc2ccccc2)cc1F | . | -5% | . | i | . | . | -8
Cc1ccc(N2CC(NC(=O)c3ccc4c(c3)OCO4)CC2=O)cc1 (configuration not stated) | . | -3% | -6% | . | . | . | -11
Oc1c(C(c2ccccc2)N2CCN(c3ccccc3)CC2)sc2nc(-c3ccco3)nn12 (configuration not stated) | . | 14% | -3% | . | . | . | 31
COCCNC(=O)c1nc2cccnc2n(CCOC)c1=O | -7%[138 µM] | -13%[87.6 µM] | -2%[87.6 µM] | 0%[88.5 µM] | . | 1%[172 µM] | 3
Cc1ccc(NC(=O)c2cc3c([nH]c2=O)CC(C)(C)CC3=O)c(C)c1 | . | 6% | 26% | . | . | . | 11
COc1cccc(C(=O)Nc2cc(C3CC3)nn2C)c1 | -24%[138 µM] | 8%[87.6 µM] | 113%[activator][87.6 µM] | -6%[88.5 µM] | . | -4%[172 µM] | -4
COc1ccc(C(=O)N2CC(c3noc(C4CCCN4CC4CC4)n3)C2)cc1 (configuration not stated) | 2% | -3%[12.5 µM] | 12% | i | 9% | i | 3
COc1ccc(C(=O)N2CC(CO)C3(CCNCC3)C2)c(OC)c1 (configuration not stated) | -6% | -4%[12.5 µM] | 22% | i | -2% | -3% | 29
O=C(C1CCC(=O)N(C2CCCC2)C1)N1CCN(c2nccs2)CC1 (configuration not stated) | -21% | 0% | 3% | i[11.5 µM] | -1% | -2% | -12
C=Cc1ccc(Cn2c(=O)n(CC3CCC(C(=O)NC(C)C)CC3)c(=O)c3sccc32)cc1 (configuration not stated) | . | 5% | 4% | . | . | . | -8
CC(C)C(=O)NCC12CCCC=C1N(C)C(=O)CC2 (configuration not stated) | i | 4% | 17% | 1% | 4% | 4% | -3
CN1CC(=O)N(C2CCCNC2)Cc2c(NC3CCN(Cc4ccccc4)CC3)ncnc21 (configuration not stated) | -2% | 2% | 1% | -17% | . | i | -4
O=C(C1CCCCC1)N1CCCC2(CN[S+](=O)([O-])c3cccnc3N2)C1 (configuration not stated) | -1% | . | . | . | . | 4% | 4
CC(NC(=O)C1CCN(c2nc3ccccc3nc2C(F)(F)F)CC1)c1ccccc1 (configuration not stated) | . | -4% | ? | . | . | . | -16
CC(=O)c1ccc(NC(=O)CSc2nc(-c3ccccc3C)nc3c2c(=O)n(C)c(=O)n3C)cc1 | . | 12% | 32% | . | . | . | 9
CCOC(=O)[C@@H]1CN(C(=O)OCC(C)C)[C@H]2c3cccc(C)c3O[C@@H]12 | ? | . | . | . | . | ? | 4
O[C@@H]1C[C@@H](c2nc(-c3cccnc3)no2)N(CC2CC2)C1 | 2%[230 µM] | -12%[87.6 µM] | 22%[87.6 µM] | 3%[88.5 µM] | -19%[230 µM] | 3%[230 µM] | 1
CCN(Cc1ccncc1)C(=O)CC1=C2CCCCC2N(C)C1=O (configuration not stated) | -18% | 8% | -13% | i | 0% | -8% | 8
CCN1C(=O)C2(CCN(S(=O)(=O)c3ccc(OC)c(Cl)c3)CC2)c2ccccc21 | 2% | 11% | -14% | 3% | -2% | 7% | 13
N#Cc1c[nH]n2c(NC3CCCC3)c(-c3ccc(Cl)cc3)nc12 | . | 8% | 49%[activator] | . | . | . | 24
O=C(NC[C@H]1O[C@@H](CO)[C@@H](O)[C@H]1N1CCN(c2ccccc2)CC1)N1CCOCC1 | -1% | -2% | 0% | -7% | -6% | i | -2
COc1ccc(CC(=O)N2CCC(Cc3nc(-c4ccccc4)no3)CC2)cc1Cl | 35µM* | -14% | ? | i | -15% | ? | -16
COCCNC(=O)C1CC(=O)N(C2CN(S(=O)(=O)Cc3ccccc3)C2)C1 (configuration not stated) | -20% | 5% | -6% | i | . | -3% | 21
O=C1C[C@@H]2CCN(C(=O)Nc3cccc(C(F)(F)F)c3)C[C@@H]2CCN1CCN1CCNC1=O | -12% | 2% | -11% | -5% | 12% | -19% | 8
O=C(NCC1CCOc2ccccc2C1)c1cn(CCN2CCNCC2)nn1 (configuration not stated) | i | -1% | -21% | -5% | -3% | i | 1
Cc1ccc(-c2nnc(Nc3ccc(O)cc3)c3ccccc23)cc1S(=O)(=O)N1CCOCC1 | . | 4% | 43%[activator] | . | . | . | 11
CCOc1ccccc1C1C(C(=O)Nc2ccccc2OC)=C(C)Nc2nc3ccccc3n21 (configuration not stated) | . | -8% | 9% | . | . | . | 4
CCCCN(CC)CCCNC(=O)c1sc2nc3n(c(=O)c2c1C)CCCCC3 | . | 2% | 42%[activator] | . | . | . | -15
COc1ccc(CNC(=O)c2ccc3c(c2)N(Cc2c(F)cccc2Cl)C(=O)CS3)cc1 | . | ? | -23% | . | . | . | 30
COc1cc(C(=O)NC2CCN(c3cc(-c4ccc(F)cc4)[nH]n3)CC2)cc(OC)c1OC | -22% | 2% | 49%[activator] | -2% | 2% | ? | 18
O=C(COc1ccccc1Cl)OCc1cc(=O)n2nc(C3CC3)sc2n1 | . | 4% | -8% | . | . | . | -7
COc1ccc(-c2cc(C(=O)NCC(C)C)c3cnn(C)c3n2)cc1 | ? | 1%[87.6 µM] | -4%[87.6 µM] | 4%[88.5 µM] | . | ? | 4
Cc1cnc(C(=O)NC2C[C@H]3CC[C@@H](C2)N3C(=O)C2CC2)cn1 (some centres not stated) | i | 2% | 14% | 2% | 6% | i | -6
Cn1nc(C(=O)N2CCCN(S(=O)(=O)c3ccccc3)CCC(=O)NCC2)c2ccccc21 | -18% | -14% | ? | i | 4% | -17% | 0
